Compound activity: PubChem, National Center for Advancing Translational Sciences (NCATS)
Lipid storage S3 = qHTS Assay for Lipid Storage Modulators in Drosophila S3 Cells; Drosophila S3 cells, BODIPY lipid droplet fluorescence, 18-24 h; cells fed with added oleic acid; lipid storage change, negative = inhibition, % at the top dose, mostly 46.1 µM; hits show Potency in µM; hit rate 0.64% among 320,000; active = well fitted inhibition curve with a large enough effect in the signal ratio, with a control signal flat, not every such curve was filed as active; inconclusive = small, poorly fitted or top-dose-only effect, or effect the other way, or a change in a side signal; the % refers to the signal ratio
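Drosophila S3 cells got compounds at several concentrations plus oleic acid (400 uM solution). Laser-scanning cytometry with 488 nm excitation read lipid droplets at 500-530 nm and cells at 575-640 nm. Percent activity was relative to 20 uM Triacsin C.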
Lipid storage S3 cell count max = also measured in Lipid storage S3; calls as there; cell number change, %; measured here: cell count max response;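 cells counted by Cell Tracker Red CMTPX staining in the red channel; peak over a dose series mostly up to 46.1 µM; percent activity relative to internal control wells on each plate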
* hit, by the source's call; i = inactive; ? = inconclusive; / = no result given; [ ] = remark or other dose. % is set by controls: 0 for no effect and ±100 for the full control effect; potency is the fitted concentration of half-maximal effect. This is a subset; the hit share may differ from the screen's.

Under each structure: Lipid storage S3	Lipid storage S3 cell count max
> CC[C@@H]1CC=C[C@H]2[C@H]1C(=O)N(Cc1ccccc1)[C@H]2c1ccoc1
 : ?	/
> CCOC(=O)c1[nH]nc(-c2c(O)cc(C)cc2O)c1-c1csc(C)n1
 : -9%	-3
> COc1ccc(OC)c(-c2cc(C(=O)Nc3c(C)n(C)n(-c4ccccc4)c3=O)no2)c1
 : 24%	12
> COc1ccc(N(CC(=O)Nc2cc(Cl)ccc2C)S(=O)(=O)c2c(C)n[nH]c2C)cc1
 : i	10
> CC(=O)OC(C[N+]1(C)CCCCCC1)c1ccccc1 (stereo not given)
 : ?	/
> COc1ccc(NS(=O)(=O)c2cccc(C(=O)N/N=C/c3ccccn3)c2)cc1
 : ?	/
> COc1cccc2sc3ccc(C#CC4(O)CCCCC4)cc3c(=O)c12
 : ?	/
> CS(=O)(=O)N(Cc1ccc(C(=O)NCCSCc2ccco2)cc1)c1ccccc1
 : ?	/
> C=CCNc1nnc(Cc2ccc(F)cc2)c(=O)[nH]1
 : ?	/
> CC(C)c1nc2cc(C(=O)NC(C)c3cnn(C)c3)ccc2o1 (stereo not given)
 : i	16
> Cn1c(Cn2c(=O)sc3ccccc32)nnc1SCC(=O)NCc1ccc2c(c1)OCO2
 : ?	/
> COc1ccc(CN2CCC(=O)N(CCO)CC2)cc1OC
 : ?	/
> CCOc1ccc(S(=O)(=O)N2CCN(Cc3ccc4c(c3)OCO4)CC2)cc1OCC
 : ?	/
> CC1=C(/C=C/C(=O)O)C(C)(C)CCC1
 : ?	/
> COc1cccc(CN(C)C(=O)C(CCSC)NS(=O)(=O)c2ccc3c(c2)OCCO3)c1OC (stereo not given)
 : i[0.0737 µM]	/

(next part)
Under each structure: Lipid storage S3	Lipid storage S3 cell count max
> CCN(Cc1cc(=O)[nH]c2ccccc12)C(=O)c1ccc(C)cc1
 : ?	/
> Cn1c(=O)c2c(ncn2CC(=O)N/N=C/C(Br)=C/c2ccccc2)n(C)c1=O
 : -6%	-16
> COc1ccc2cc3cc(C(=O)NCCCN4CCC(C)CC4)oc3nc2c1
 : ?	/
> c1ccc(-c2nnc(OCCN3CCOCC3)c3ccccc23)cc1
 : -2%	6
> Cc1ccc(C(O)P(=O)(OC2CCCCC2)OC2CCCCC2)cc1 (stereo not given)
 : -12%	22
> COc1cccc(C2(O)CCN(C(=O)c3cccs3)CC2)c1
 : ?	/
> CCOc1ccccc1OCCNC1CCCC1
 : ?	/
> O=C(N/N=C/c1c(Cl)cccc1Cl)c1ccccc1F
 : -2%	-2
> CC(NC(=O)c1ccc(N)cc1)c1ccccc1 (stereo not given)
 : 3%	11
> COC(=O)c1ccc(C(=O)OC)c(NC(=O)COC(=O)C23CC4CC(CC(O)(C4)C2)C3)c1
 : i	10
> CCc1ccc(NC(=O)CNC(=O)[C@@H]2Cc3ccccc3CN2C(=O)OC(C)(C)C)cc1
 : i	17
> COc1cccc(CN(C)C(=O)CN2C(=O)NC(c3ccccc3)(c3ccccc3)C2=O)c1
 : ?	/
> COc1ccc(OCC(=O)Nc2ccc(N3CCOCC3)cc2)c([N+](=O)[O-])c1
 : ?	/
> O=C(Nn1cnnc1)c1cc2c(s1)CCCCC2
 : i	0
> O=C(COC(=O)CNC(=O)C1CCCCC1)Nc1ccc2c(c1)OCCO2
 : ?	/

The list goes on.
Under each structure: Lipid storage S3	Lipid storage S3 cell count max
> S=C1NCCNC(=S)NCCOCCOCCOCCN1
 : 8%	11
> CN(C)S(=O)(=O)c1cc(NC(=O)COC(=O)Cc2ccc(Br)cc2)ccc1Cl
 : 2%	17
> CCn1c(-c2ccccn2)nc2cc(S(=O)(=O)N(C)C)ccc21
 : 20%	-9
> Cc1ccccc1-c1nnc(-c2ccccc2C)o1
 : 0%	-24
> C[C@H](NS(=O)(=O)c1ccccc1F)C(=O)OCC(=O)N1CCc2ccccc21
 : ?	/
> CCOc1ccc(OCC)c(S(=O)(=O)N2CCCCC2C)c1 (stereo not given)
 : ?	/
> COC(=O)c1ccc(Nc2cc(C)nc3ncnn23)cc1
 : 16%	0
> CCOc1ccc(/C=C2\SC(=S)N(C)C2=O)cc1OC
 : 7%	-4
> Cc1ccc(S(=O)(=O)N2CCN(C(=O)c3ccc(N4CCCCC4)c([N+](=O)[O-])c3)CC2)cc1
 : ?	/
> Cn1c(N)c(C(=O)COC(=O)c2cc(S(=O)(=O)N3CCCCC3)ccc2Cl)c(=O)n(C)c1=O
 : -2%	-19
> Cn1cccc1Cc1nnc(SCC(=O)N2CCOCC2)n1CCc1ccccc1
 : -1%	5
> COc1cc(NC(=O)C2CCCCC2)c(OC)cc1NC(=O)c1ccco1
 : i	9
> CCOC(=O)c1ccc(NC(=S)NC(=O)C2CCCC2)cc1
 : 15%	-10
> O=[N+]([O-])c1cccc(C2(O)COc3ccccc3O2)c1 (stereo not given)
 : ?	/
> CCOC(=O)c1c(NC(=O)CSc2cccc[n+]2[O-])sc(C(=O)Nc2ccccc2)c1C
 : ?	/

Further entries:
Under each structure: Lipid storage S3	Lipid storage S3 cell count max
> CCOC(=O)c1ccc(-n2ccnc2)c(NC(=O)c2cccc(Br)c2)c1
 : 14%	-2
> Cc1ccc2c(c1)[nH]c1c(N3CCN(Cc4ccc5c(c4)OCO5)CC3)ncnc12
 : 22%	1
> COC(=O)c1ccc(NC(=O)c2cc[n+]([O-])cc2)cc1
 : 17%	11
> CN(Cc1n[nH]c(=S)n1C)S(=O)(=O)c1ccccc1
 : 8%	-14
> COc1cccc(/C=N/NC(=S)Nc2cccc(C(=O)O)c2)c1
 : 5%	21
> COc1cc(CN(C(=S)NCC(=O)NC2CC2)C2CCCC2)cc(OC)c1OC
 : -8%	5
> CCOC(=O)N1CCN(S(=O)(=O)c2ccc3c4c(cccc24)C(=O)N3)CC1
 : ?	/
> O=C(CN1C(=O)C2C3C=CC(C3)C2C1=O)NCc1ccccc1 (stereo not given)
 : ?	/
> CC(C)(C)NC(=O)CN(C(=O)C1(C)CC(=O)N=C2C=CC=CN21)C1CCCC1 (stereo not given)
 : 2%	-12
> CCOc1ccc(N(CC(=O)NCc2ccc(F)cc2)S(=O)(=O)c2c(C)noc2C)cc1
 : -8%	4
> CCN1CCN(C(=O)CSCc2nc(-c3ccc(OC)c(OC)c3)oc2C)CC1
 : ?	/
> CC(CC(=O)O)CC(=O)Nc1ccc(S(N)(=O)=O)cc1 (stereo not given)
 : -16%	-13
> O=C(C1CCC1)N1CCc2cc(S(=O)(=O)NCCCN3CCCCC3)ccc21
 : -1%	3
> O=C(NCCc1ccc(F)cc1)Nc1ccccc1Cl
 : ?	/
> Cc1c(C#N)c(SCC(N)=O)nc2c1CCCC2
 : -9%	-12

Next part
Under each structure: Lipid storage S3	Lipid storage S3 cell count max
> CCOC(=O)C(NC(C)=O)(OCc1ccc(F)cc1)C(F)(F)F (stereo not given)
 : -3%	-6
> CCOC(=O)C(=O)C1=C(N2CCOCC2)/C(=C\c2cccc([N+](=O)[O-])c2)CC1
 : 5%	-10
> CC(C)(C)C(=O)COC(=O)CNC(=O)c1ccc(Oc2ccccc2)cc1
 : ?	/
> CSC(=NNC(=O)c1ccccc1O)SC
 : -4%	16
> CC(Cc1ccccc1)NC(=O)CCCN1C(=O)c2ccccc2C1=O (stereo not given)
 : ?	/
> CC1=C(C)CC(C(=O)NCc2ccccc2F)C(C(=O)O)C1 (stereo not given)
 : i	-2
> COc1ccc(NC(=O)CSc2nnc(NC(=O)C3CC3)s2)cc1OC
 : ?	/
> O=C(NCc1ccco1)/C(=C/C=C\c1ccccc1)NC(=O)c1ccc(Br)o1
 : i	/
> COc1ccc(NC(=O)C2CC(=O)OC2(C)C)cc1 (stereo not given)
 : -12%	-19
> CCN(CC(=O)Nc1ccc(OC)cc1)CC(=O)Nc1cccc(C#N)c1
 : 9%	9
> CCN(CC(=O)NCc1cccs1)C(=O)c1cccc(S(=O)(=O)Nc2cccc(C)c2)c1
 : ?	/
> COc1ccccc1C(=O)NCCCNc1ccc([N+](=O)[O-])cc1
 : 9%	6
> CCN(CC(=O)Nc1ccccc1C(F)(F)F)C(=O)c1cc2c(s1)CCCCC2
 : -6%	-1
> O=C(CN1CCN(c2ccccn2)CC1)Nc1ccc(Oc2ccccc2)cc1
 : ?	/
> COc1ccc(-n2c(SCC(=O)N3CCC(C(=O)O)CC3)nc3ccccc3c2=O)cc1OC
 : ?	/

Later entries:
Under each structure: Lipid storage S3	Lipid storage S3 cell count max
> COc1cc(C(=O)NCC(=O)N/N=C(\C)Cc2ccccc2)cc(OC)c1OC
 : i	-18
> Cc1cc(NC(=O)Cc2c(F)cccc2Cl)no1
 : 17%	11
> O=C(NC12CC3CC(CC(C3)C1)C2)c1c(Cl)cccc1Cl
 : 3%	-6
> COc1ccc(C2C(C#N)=C(N)OC3=C2C(=O)CCC3)cc1Cn1nc(C)c([N+](=O)[O-])c1C (stereo not given)
 : ?	/
> COc1ccc(C2c3ccc(O)cc3Oc3ncn(CCCO)c(=N)c32)cc1OC (stereo not given)
 : 6%	16
> CCN=C1SC(CC(=O)NC(C)c2ccccc2)C(=O)N1CC (stereo not given)
 : -3%	9
> CCn1c(=O)cc(OCC(=O)O)c2ccccc21
 : -3%	8
> O=C(O)CCCCCN1C(=O)C(O)=C(C(=O)/C=C/c2ccccc2)C1c1ccccc1[N+](=O)[O-] (stereo not given)
 : ?	/
> Cc1ccc(C(=O)NCC(=O)NCC(=O)OCc2ccc(Cl)cc2)cc1
 : 5%	9
> Cc1cc(C(=O)OCC(=O)NCc2ccc(Cl)cc2)c(C)o1
 : ?	/
> CC[N+](CC)(CC)CC(=O)Nc1ccc(SC(F)F)cc1
 : ?	/
> O=C(O)CSc1nnc(C2COc3ccccc3O2)n1-c1ccccc1 (stereo not given)
 : ?	/
> Cn1nc(C(=O)Nc2cccc(C(F)(F)F)c2)c2ccccc2c1=O
 : -28%	6
> O=C(Nc1ccc(Br)cc1)C1CCCN(S(=O)(=O)c2cccnc2)C1 (stereo not given)
 : -1%	8
> COc1ccccc1NC(=O)c1sc2ncn(Cc3ccccc3C)c(=O)c2c1C
 : ?	/

Record cards (already shown).
Shown for CCn1c(=O)cc(OCC(=O)O)c2ccccc21 = Lipid storage S3: -3%; Lipid storage S3 cell count max: 8
Shown for Cc1ccc(C(=O)NCC(=O)NCC(=O)OCc2ccc(Cl)cc2)cc1 = Lipid storage S3: 5%; Lipid storage S3 cell count max: 9
Shown for O=C(NC12CC3CC(CC(C3)C1)C2)c1c(Cl)cccc1Cl = Lipid storage S3: 3%; Lipid storage S3 cell count max: -6

The results go on.
Under each structure: Lipid storage S3	Lipid storage S3 cell count max
> CCOc1ccc(S(=O)(=O)NC2CCCC2)cc1
 : i	14
> COc1ccc(NC(=O)c2cc(-c3ccc(C)c(C)c3O)n[nH]2)cc1Cl
 : ?	/
> CN(C)CCCNC(=O)c1cc(C(=O)c2ccccc2)c[nH]1
 : 3%	17
> CCOC(=O)[C@@H]1[C@H]2COc3ccccc3[C@@H]2N2C(=O)N(c3ccccc3)C(=O)[C@@]12C
 : ?	/
> CC(C)n1c(NCc2c[nH]c3ccccc23)nc2ccccc21
 : 0%	-8
> CC(C)OC(=O)NCCOC(=O)Nc1ccc(Cl)cc1
 : ?	/
> CC1=C(C(=O)N2CCOCC2)C(c2cccc3ccccc23)NC(=S)N1 (stereo not given)
 : ?	/
> COC(=O)c1ccccc1NC(=O)c1cccs1
 : i	-20
> COc1cccc(/C(O)=C2/C(=O)C(=O)N(CCN3CCOCC3)C2c2cccs2)c1 (stereo not given)
 : -10%	2
> Cn1cccc1/C=N/NC(=O)c1cccnc1
 : 3%	-1
> Cc1cc(C)nc(SCc2nc(N)nc(-c3ccccc3O)n2)n1
 : ?	/
> C=CCn1cnc2scc(-c3ccc(C)c(C)c3)c2c1=O
 : 13%	3
> c1ccc(-c2cn(-c3ccccc3)c3ncnc(N4CCCCC4)c23)cc1
 : -2%	-1
> COC(=O)c1ccc2c(=O)n(NC(C)=O)c(=S)[nH]c2c1
 : 23%	14
> O=C(CN1C(=O)c2cccc3cccc(c23)C1=O)N1CCCCC1
 : ?	/

Further results.
Under each structure: Lipid storage S3	Lipid storage S3 cell count max
> CCOC(=O)c1c(NC(=O)CN2CCOCC2)sc(C(=O)NC)c1C
 : ?	/
> O=S(=O)(Nc1nc2ccccc2nc1N1CCN(c2ccccn2)CC1)c1ccc(Cl)cc1
 : ?	/
> O=C(NCC1CCCO1)c1cc2c(s1)CCC2 (stereo not given)
 : 7%	28
> CC(=O)N1CCN(CC(=O)Nc2ccccc2C(=O)NCc2ccc(C)cc2)CC1
 : ?	/
> COc1ccc(NC(=O)CSc2nnc(C(C)C)n2N)cc1
 : ?	/
> O=C(CSc1ncc(-c2ccccc2)[nH]1)Nc1ccccc1
 : ?	/
> CCCN1C2CCCC1CC(NC(=O)c1ccccc1F)C2 (stereo not given)
 : ?	/
> Cc1ccc(C(=O)NCC(=O)OCC(=O)N(CC(C)C)c2c(N)n(Cc3ccccc3)c(=O)[nH]c2=O)cc1
 : ?	/
> CC(=O)Nc1ccc(C(=O)OCC(=O)NCc2ccccc2)cc1
 : ?	/
> CCOc1ccc(NC(=O)N[C@@H](CCSC)C(=O)OC)cc1
 : ?	/
> Cc1ccccc1CNC(=O)Cc1ccccc1[N+](=O)[O-]
 : 9%	4
> CCOc1ccc(CN2CCC(Cc3ccccc3)CC2)cc1
 : i	27
> CC1CCN(CC(=O)Nc2ccccc2-c2ccccc2)CC1
 : ?	/

Fetched by structure from the entries so far, three records:
Under each structure: Lipid storage S3	Lipid storage S3 cell count max
> CCOc1ccc(OCC)c(S(=O)(=O)N2CCCCC2C)c1 (stereo not given)
 : ?	/
> COC(=O)c1ccc(Nc2cc(C)nc3ncnn23)cc1
 : 16%	0
> O=[N+]([O-])c1cccc(C2(O)COc3ccccc3O2)c1 (stereo not given)
 : ?	/
